# Screening data (PubChem BioAssay)
# TSHR antag = human thyrotropin receptor antagonism | P16473 | TSHR-expressing cells, TSH-stimulated cAMP HTRF, 2 h; stronger effect = lower value | activity change, negative = inhibition, % at 11.5 µM | 330,000 tested, 0.2% active;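 active = activity change below a set negative limit, meaning inhibition stronger than a set level, cut at about -70% in these data; inconclusive = activity change between two set negative limits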; also: % is scaled to controls: 0 for no effect and ±100 for the full control effect
#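 Freshly harvested TSHR cells receive pin-tooled compound, then EC80 TSH at 4nM final. After 2 hours at 37 deg C, antibody in lysis buffer and cAMP-d2 are added; 30 minutes at ambient temperature precede the HTRF read.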
# TCR activator = activators of T cell receptors | Potency, µM (doses to about 9.22 µM), for inactives: at the highest dose activation of IL-2 secretion, most hits filed as activators | 330,000 tested, under 10 active | primary human leukocytes, anti-CD3, IL-2 HTRF, 48 h; also: % of control where 0% means no effect
#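 Primary human leukocytes receive a-CD3 beads and test compound and are incubated 48 hr. Secreted IL-2 is then assayed by HTRF, measuring 665nm acceptor emission after 320nm excitation of the europium donor.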
# MLL CXXC-DNA inh = inhibitors of human MLL CXXC domain-DNA interaction. MLL-CXXC / FITC-HOXA9 DNA fluorescence polarization. AID 2662. Q03164. Potency, µM (highest dose often 115 µM), without a hit: at the highest dose activity change, negative = inhibition, most hits filed as inhibitors. 290,000 tested, 0.037% active; active = well fitted inhibition curve with a large enough effect in the polarisation, with a control signal flat, not every such curve was filed as active; inconclusive = small, poorly fitted or top-dose-only effect, or effect the other way, or a change in a side signal; inactive = no such curve, though single readings can be large or run the other way; the % refers to the polarisation; also: potency is read from the fitted curve at half-maximal effect
#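 Steps: dispense CXXC domain solution (7 uM) → pin compounds or unlabeled HOX-A9 DNA control → 5 min ambient → add FLSN-HOX-A9 solution (50 nM) → spin → 30 min ambient → fluorescence polarization. Tris pH 7.5/NaCl/DTT/BSA buffer.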
# S-ASM inh = blocks human secretory acid sphingomyelinase. placental ASM, HMU-PC fluorogenic substrate, 60 min. Potency, µM (doses to about 57.5 µM), without a hit: at the highest dose activity change, negative = inhibition, actives largely listed as inhibitors. 340,000 tested, 0.006% active. AID 504937; also: potency is read from the fitted curve at half-maximal effect
# Target sequence (P17405 47-631 limits assumed): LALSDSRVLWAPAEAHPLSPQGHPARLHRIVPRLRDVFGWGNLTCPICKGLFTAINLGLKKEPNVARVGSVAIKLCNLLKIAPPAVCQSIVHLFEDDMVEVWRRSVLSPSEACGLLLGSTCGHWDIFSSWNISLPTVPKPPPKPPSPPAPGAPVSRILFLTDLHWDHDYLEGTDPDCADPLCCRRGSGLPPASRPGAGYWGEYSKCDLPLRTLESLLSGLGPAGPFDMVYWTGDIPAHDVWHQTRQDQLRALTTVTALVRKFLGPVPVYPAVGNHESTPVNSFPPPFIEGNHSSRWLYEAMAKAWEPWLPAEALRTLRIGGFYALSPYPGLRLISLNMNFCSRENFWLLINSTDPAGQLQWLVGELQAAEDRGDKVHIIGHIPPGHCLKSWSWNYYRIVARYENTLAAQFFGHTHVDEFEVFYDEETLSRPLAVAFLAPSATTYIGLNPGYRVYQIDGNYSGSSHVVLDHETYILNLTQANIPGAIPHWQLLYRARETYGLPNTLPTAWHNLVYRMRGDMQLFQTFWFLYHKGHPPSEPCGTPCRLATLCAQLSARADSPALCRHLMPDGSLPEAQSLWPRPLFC
#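 qHTS format. ASM enzyme prepared from human placenta hydrolyses the fluorogenic substrate HMU-PC0 (9 uM final) over 60 min at 37 °C after a 10 min compound preincubation.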
# Integrin act MD = integrin-mediated muscular dystrophy alleviation activation; alpha7betagal myoblasts, beta-gal FDG fluorescence, 48 h; Potency, µM (top dose mostly 38.3 µM), for the others: top-dose activation, most hits filed as activators; 350,000 tested, 0.064% active; AID 624291;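 also: potency is read from the fitted curve at half-maximal effect; 100% = response of the positive control SU9516; nearly all actives have a fitted effect of over 60% in size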
#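 Alpha7betagal+/- myoblasts (passage 13) were plated 16-24 hr, then exposed to compounds (1:260 dilution of DMSO stock) for 48 hours at 37C. After MPER lysis, β-galactosidase reporter activity was read as FDG fluorescence (ex 480/em 540) after 30 minutes.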
# AT treatment = potential ataxia-telangiectasia treatments restoring KAP-1 phosphorylation. […] A-T fibroblasts, KAP-1 phosphorylation AlphaLISA; neocarzinostatin DNA damage 30 min before lysis. Potency, µM (titrated, usually from 57.5 µM), for the others: top-dose activation, actives largely listed as activators. 320,000 tested, 0.19% active; also: potency is read from the fitted curve at half-maximal effect; % of control where 0% means no effect; nearly all actives have a fitted effect of over 45% in size
#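 ATM-like activity read as KAP-1 phosphorylation via AlphaLISA donor/acceptor antibody pairs after lysis and 6 hr at 25C. Cells were ATM-null patient fibroblasts ([…], hTERT), dosed 60 min, then exposed to the DSB inducer NCS for 30 min.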
# MBNL1-CUG inh = MBNL1-poly(CUG) RNA binding inhibition. 280,000 tested, 0.036% active. Q9NR56. Potency, µM (titrated, usually from 57.5 µM), for the others: at the highest dose activity change, negative = inhibition, usual class: inhibitors. TR-FRET MBNL1-His/biotin-(CUG)12 binding, 665/545 ratio; active = well fitted inhibition curve with a large enough effect in the signal ratio, with a control signal flat, not every such curve was filed as active; inconclusive = small, poorly fitted or top-dose-only effect, or effect the other way, or a change in a side signal; inactive = no such curve, though single readings can be large or run the other way; the % refers to the signal ratio; also: potency is read from the fitted curve at half-maximal effect; % is scaled to controls: 0 for no effect and ±100 for the full control effect
#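 Ratiometric TR-FRET (665 over 545 nm, excitation 340 nm) tracks disruption of MBNL1-His/biotin-(CUG)12 complex after 60 min at room temperature, with compounds at 92 nM to 58 uM final.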
# Mito fusion act = mitochondrial division inhibition or fusion activation; S. cerevisiae fusion-defective mutant growth rescue, CellTiterGlo 48 h; Potency, µM (doses to about 46.1 µM), for the others: at the top dose growth rescue (activation), hits mostly activators; 320,000 tested, 0.23% active;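 also: potency is read from the fitted curve at half-maximal effect; % of control where 0% means no effect; nearly all actives have a fitted effect of over 45% in size; temperature-sensitive fusion mutants such as fzo1-1 at 37 °C on non-fermentable ethanol glycerol medium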
#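 Compounds are tested for their ability to restore growth of mitochondrial fusion-defective yeast strains at non-permissive 37C in YPEG medium over 48 hours. Viability is quantified by luciferase luminescence.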
# PTAP TSG101 blk = blocks PTAP/TSG101 interaction to inhibit HIV-1 budding; AID 493005; Potency, µM (highest dose often 115 µM), for the others: at the highest dose activity change, negative = inhibition, usual class: inhibitors; 340,000 tested, under 10 active; Fluorescence polarization, FITC-PTAP peptide / Tsg101 binding; active = well fitted inhibition curve with a large enough effect in the main read-out, with a control signal flat, not every such curve was filed as active; inconclusive = small, poorly fitted or top-dose-only effect, or effect the other way, or a change in a side signal; inactive = no such curve, though single readings can be large or run the other way; also: potency is read from the fitted curve at half-maximal effect; % of control where 0% means no effect
# Target sequence (Q99816 whole entry, looked up): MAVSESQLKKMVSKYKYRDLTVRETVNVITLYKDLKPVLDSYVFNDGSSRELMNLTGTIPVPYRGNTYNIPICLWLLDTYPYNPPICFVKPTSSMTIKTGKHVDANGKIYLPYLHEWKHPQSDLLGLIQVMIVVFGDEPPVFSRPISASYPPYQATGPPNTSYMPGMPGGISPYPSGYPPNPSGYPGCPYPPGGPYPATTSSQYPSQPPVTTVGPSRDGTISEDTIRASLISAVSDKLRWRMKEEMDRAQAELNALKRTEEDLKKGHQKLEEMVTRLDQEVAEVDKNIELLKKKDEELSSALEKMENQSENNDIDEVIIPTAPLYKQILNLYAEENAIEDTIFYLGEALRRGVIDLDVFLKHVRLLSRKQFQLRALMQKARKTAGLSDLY
#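 FP read-out: FITC-PTAP peptide, 50 nM final, binding Tsg101 binding domain, 10 uM final; 20 min, r.t.; 10 mM HEPES pH 7.5, 0.15 M NaCl, 0.01% Tween 20, 3 mM EDTA, 0.1 mM TCEP.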
# Menin MLL FP TR = displaces Texas Red mutant MLL peptide from human menin; O00255; Menin + Texas Red MLL mutant peptide, fluorescence polarization; Potency, µM (titrated, usually from 61.6 µM), for inactives: at the highest dose FP activity change, negative = inhibition, actives largely listed as inhibitors; 270,000 tested, 0.23% active; AID 1768; active = well fitted inhibition curve with a large enough effect in the polarisation, with a control signal flat, not every such curve was filed as active; inconclusive = small, poorly fitted or top-dose-only effect, or effect the other way, or a change in a side signal; inactive = no such curve, though single readings can be large or run the other way; the % refers to the polarisation; also: potency is read from the fitted curve at half-maximal effect; % of control where 0% means no effect; many of its hits are not listed in these tables
# Numbers without * were called inactive; ? = inconclusive; · = no result given; [ ] = remark or other dose. Unless noted, calls follow the shape of the dose curve; as a rule, active = well fitted curve in the direction sought with a large enough effect; inconclusive = small, poorly fitted or top-dose-only effect, or another doubt; inactive = no such curve, though single readings can be large; an effect the other way counts as inactive or inconclusive. A portion of the library (hit frequency here may not be typical).
# Every second line gives: TSHR antag	TCR activator	MLL CXXC-DNA inh	S-ASM inh	Integrin act MD	AT treatment	MBNL1-CUG inh	Mito fusion act	PTAP TSG101 blk	Menin MLL FP TR
O=C(NC1CCN(C(=O)N2c3ccccc3Sc3ccccc32)CC1)c1ccccc1Cl
  -19	5%	20%	-9%	23%	-4%	0%	8%	-2%	-1%
Cc1ccc(-c2csc3ncnc(SCC(=O)NCC4CCCO4)c23)cc1 (stereo not drawn)
  31	-2%	·	1%	-10%	1%	·	-1%	-1%	·
CCCNC(=O)c1onc(CS(=O)(=O)c2cccc(OC)c2)c1C(=O)NCCC
  -3	-1%	·	0%	6%	12%	·	-5%	0%	·
CCc1ccc(OCC(=O)NC2CCCCC2)c(Br)c1
  1	-2%	-9%	-1%	9%	5%	-8%	-1%	-5%	·
CCN(C(=O)Cn1c(=O)oc2ccccc21)c1c(N)n(Cc2ccccc2)c(=O)[nH]c1=O
  16	·	·	2%	20%	-6%	·	1%	0%	·
CCOc1ccc(CN2CCN(CC(O)Cn3c4ccccc4c4ccccc43)CC2)cc1 (stereo not drawn)
  9	4%	1%	1%	20%	11%	0%	-19%	-1%	-16%
O=C(C[n+]1cccc(C(=O)Nc2ccccc2)c1)c1ccc([N+](=O)[O-])cc1
  -7	-1%	13%	-7%	22%	3%	?	8%	-1%	?
CCc1[nH]c(=S)c(C#N)c(-c2ccccc2)c1C(=O)OC
  5	-7%[46.1 µM]	12%	3%	1%	6%	-25%	26%	-2%	14%
CCCn1c(N)c(C(=O)CSc2nc(N)cc(=O)[nH]2)c(=O)n(C)c1=O
  -2	0%	·	-6%	36%	-1%	·	-7%	-7%	·
Cc1ccc(S(=O)(=O)N/N=C(\c2ccccc2)c2cccnc2)cc1
  0	-8%	9%	2%	-14%	-6%	10%	4%	-1%	-1%
CCOC(=O)c1cc(OC(=O)c2cccs2)n(-c2ccccc2)n1
  13	·	97%[activator]	-2%	15%	-10%	-3%	-7%	·	13%
COc1cc(SC)ccc1C(=O)Nc1ccc(C)cc1C
  -8	-3%[46.1 µM]	-1%	3%	6%	4%	14%	11%	0%	3%
Cc1nc(NC(=O)CSc2nc3cccnc3n2C2CCCCC2)sc1C
  -1	-22%	5%	0%	-23%	5%	8%	-1%	-4%	-19%
Cc1ccc(CNC(=O)CN2C(=O)NC(C)(c3ccc(Cl)cc3)C2=O)cc1 (stereo not drawn)
  -6	-2%	9%	2%	-22%	3%	-3%	-1%	0%	5%
CCn1c(CN2CCOCC2)nnc1SCC(=O)Nc1ccccc1C
  3	·	-6%	-1%	-12%	13%	-2%	2%	-1%	·
CC1CC(=S)Nc2ccccc2N1C(=O)Nc1ccccc1 (stereo not drawn)
  18	-1%[46.1 µM]	-2%	2%	?	0%	-4%	-6%	0%	-1%
CC1=NC(=O)C(N=Nc2ccccc2)N1c1ccccc1 (stereo not drawn)
  -7	-8%[46.1 µM]	-27%	-14%	8%	-4%	1%	10%	-2%	18%
CCc1sc(C(=O)N2CCN(S(C)(=O)=O)CC2)cc1Br
  7	3%	2%	2%	3%	-4%	-3%	-2%	-5%	7%
Cc1ccc(C(=O)NC2CCN(S(=O)(=O)c3ccc(F)cc3)CC2)cc1
  1	-7%	21%	-2%	7%	2%	1%	2%	-4%	5%
COCCOc1ccc(C(F)(F)F)cc1NC(=O)COC(=O)c1cc([N+](=O)[O-])ccc1N1CCOCC1
  -7	1%	4%	-18%	-30%	-7%	?	-4%	0%	?
CCCCOCCCNC(=O)N[C@@H](CCSC)C(=O)OC
  -7	-2%	0%	6%	33%	-4%	-1%	-2%	-8%	2%
Cc1occc1-c1nnc(SCC(=O)c2ccccc2)n1CC1CCCO1 (stereo not drawn)
  45	3%	-11%	0%	-27%	16%	1%	-2%	-9%	12%
CC1CC(C)CN(C(=O)CCC(=O)Nc2nnc(C3CCCCC3)s2)C1 (stereo not drawn)
  3	-1%	1%	0%	-17%	-5%	2%	3%	-2%	·
CCC(C)(C)C1CCC2(CC1)NC(=O)N(CC(=O)Nc1cc(C(F)(F)F)ccc1N1CCOCC1)C2=O (stereo not drawn)
  0	-7%	-2%	-13%	9%	8%	1%	1%	·	26%
CCN1CCc2c(sc3c2c(NCc2ccco2)nc2nnnn23)C1
  -7	·	4%	165%[activator]	-26%	-1%	-1%	-3%	-16%	-11%
CCN(c1ccccc1)S(=O)(=O)c1ccc2c(c1)C(C)(C)C(=O)N2C
  -10	6%	·	-1%	-22%	8%	-1%	5%	-5%	-11%
Cc1ccc(NC(=O)c2nc[nH]c2C(=O)N2CCN(c3ccccc3)CC2)cc1
  -1	5%	-8%	6%	7%	-6%	-5%	-15%	-11%	·
CCCn1c(NCc2cc(OC)ccc2OC)nc2ccccc21
  69	0%	-4%	-2%	-5%	3%	9%	-4%	-6%	?
COc1ccc(-n2c(C)cc(C(=O)Cn3c(NCCO)nc4ccccc43)c2C)cc1
  0	4%	2%	-8%	0%	0%	2%	3%	-2%	-15%
CCC(C)OC(=O)C1=C(C)NC(=O)CC1c1ccccc1OC (stereo not drawn)
  -9	-24%	5%	-3%	4%	0%	-1%	-3%	1%	15%
CC(Oc1ccccc1)C(=O)Nc1ccc(S(=O)(=O)N2CCCC2)cc1 (stereo not drawn)
  1	1%	42%[activator]	-3%	-22%	-11%	-2%	6%	1%	9%
COc1ccc(C(=O)N[C@H](C(=O)N2CCN(c3ccccc3F)CC2)C(C)C)cc1
  3	-1%	?	4%	?	0%	5%	-20%	-9%	-1%
O=c1c(Cc2ccc(F)cc2)c(O)ccn1Cc1ccc(F)cc1
  22	3%	4%	5%	-38%	5%	-6%	-3%	-6%	-29%
Cc1sc(NC(=O)c2cccs2)nc1-c1ccccc1
  -22	-1%	1%	-8%	-23%	4%	3%	-3%	0%	44%[activator]
Cc1ccc(NC(=O)c2cc(C(C)(C)C)nn2Cc2ccccc2)cc1
  -18	0%	-15%	-11%	-19%	4%	·	2%	1%	·
Cn1c(Cn2cnc3ccccc32)nnc1SCc1ccccc1
  3	0%	-1%	-1%	-27%	2%	2%	-4%	-5%	-11%
Cc1nc2ccccc2c(=O)n1NC(=O)c1ccc(Cl)c(Cl)c1
  -7	1%	9%	-6%	5%	6%	-1%	?	-1%	22%
COC(=O)COc1ccc(S(=O)(=O)N2CCOCC2)cc1
  -5	1%	-3%	2%	-8%	-9%	-8%	11%	-4%	2%
CC1(C)C=Cc2cc3ccc(=O)oc3cc2O1
  3	5%	-1%	79%[activator]	-35%	16%	-4%	7%	0%	3%
CCOC(=O)c1ccc(NC(=O)c2cccc(S(=O)(=O)N3CCN(C(C)=O)CC3)c2)cc1
  3	-7%	13%	-2%	-50%	4%	-4%	-1%	-4%	-5%
CCc1nc(Nc2ccc(NC(C)=O)cc2)c2oc3ccccc3c2n1
  -13	0%	2%	9%	0%	21%	-1%	15%	-8%	5%
Cc1nc2cc(N)ccc2n1-c1ccccc1
  0	-12%	2%	12%	2%	-3%	-6%	0%	-2%	-7%
COc1cccc(-c2cc(C(F)(F)F)nc(-n3ccc([N+](=O)[O-])n3)n2)c1
  -5	0%	-10%	7%	?	3%	1%	?	-7%	4%
Cc1c(OCC(F)(F)F)ccnc1CSc1nc2ccccc2[nH]1
  6	-2%	9%	-4%	20%	-6%	-4%	-4%	-7%	24%
COc1cc(OC)cc(C(=O)NC(C)CNc2ccc(Cl)cc2[N+](=O)[O-])c1 (stereo not drawn)
  10	-1%	?	-26%	13%	3%	?	-15%	-10%	40%[activator]
COc1ccc(CNc2nc3ccccc3n2Cc2ccccc2)cc1OC
  2	-1%	21%	-1%	-27%	9%	-7%	-7%	-4%	4%
O=C(Nc1ccccc1C(=O)N/N=C/c1ccco1)c1ccccc1Cl
  -4	0%	-4%	-2%	-14%	-6%	9%	3%	-5%	2%

# Retrieved one by one from the entries so far (two):
# Every second line gives: TSHR antag	TCR activator	MLL CXXC-DNA inh	S-ASM inh	Integrin act MD	AT treatment	MBNL1-CUG inh	Mito fusion act	PTAP TSG101 blk	Menin MLL FP TR
CCCn1c(NCc2cc(OC)ccc2OC)nc2ccccc21
  69	0%	-4%	-2%	-5%	3%	9%	-4%	-6%	?
CCC(C)(C)C1CCC2(CC1)NC(=O)N(CC(=O)Nc1cc(C(F)(F)F)ccc1N1CCOCC1)C2=O (stereo not drawn)
  0	-7%	-2%	-13%	9%	8%	1%	1%	·	26%
